Compound activity deposited in PubChem BioAssay by National Center for Advancing Translational Sciences (NCATS).
USP2a block – qHTS Assay for Inhibitors of Ubiquitin-specific Protease USP2a Using CHOP2 as the Reporter; Ubiquitin carboxyl-terminal hydrolase 2 (Homo sapiens), O75604; USP2 core, Ub-CHOP2 coupled fluorogenic reporter, 485/531; Potency, µM (highest dose often 38.3 µM), for the others: at the top dose activity change, negative = inhibition, usual class: inhibitors; hit rate 0.01% among 330,000; AID 463254, 2010;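 also: potency is read from the fitted curve at half-maximal effect; plate controls were DMSO wells for no effect and full inhibition by NEM control for full effect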
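USP2 core (10nM final) preincubated 30min RT with compound in 20mM Tris-HCl pH 8.0, 2mM CaCl2, 2mM beta-mercaptoethanol, 0.05% CHAPS; 25nM Ub-CHOP2 plus 25nM reporter substrate added, fluorescence (Ex485/Em531) read after 60min.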
A-T KAP1 phos – qHTS Assay for Identifying a Potential Treatment of Ataxia-Telangiectasia | […] A-T fibroblasts, KAP-1 phosphorylation AlphaLISA; neocarzinostatin DNA damage 30 min before lysis | Potency, µM (series often up to 57.5 µM), inactives show at the highest dose activation, usual class: activators | hit rate 0.19% among 320,000 | AID 485349, 2010; also: potency is read from the fitted curve at half-maximal effect; % of control where 0% means no effect; nearly all actives have a fitted effect of over 45% in size
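hTERT-immortalized A-T patient fibroblasts ([…]), 500 cells/well in OPTI-MEM, 1% FBS, got compounds for 60 min, then NCS for 30 min at 37C. Lysates were then assayed for phospho-KAP-1 by AlphaLISA (anti-pKAP1 donor, anti-KAP1 acceptor beads), 6 hr at 25C.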
TCR activator – Activators of T cell receptors: qHTS campaign. 330,000 tested, under 10 active. primary human leukocytes, anti-CD3, IL-2 HTRF, 48 h. AID 504894, 2011. Potency, µM (titrated, usually from 9.22 µM), without a hit: at the highest dose activation of IL-2 secretion, actives largely listed as activators; also: % of control where 0% means no effect
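Primary human leukocytes receive a-CD3 beads and test compound and are incubated 48 hr. Secreted IL-2 is then assayed by HTRF, measuring 665nm acceptor emission after 320nm excitation of the europium donor.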
KCNH2 3.1 block – qHTS for Inhibitors of KCHN2 3.1: Mutant qHTS; hit rate 0.95% among 340,000; AID 720553, 2013; activity change, % (tested at about 1.8 µM); U2OS KCNH2 3.1, thallium flux FluxOr; stronger effect = lower value; Potassium voltage-gated channel subfamily H member 2, brain isoform KCNH2 3.1 (human);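 active = maximum activity change below -70%; inconclusive = maximum activity change from -70% to -50%; inactive = maximum activity change above -50%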;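 also: thallium influx rate constant from kinetic fluorescence after stimulation buffer; % is scaled to controls: 0 for no effect and ±100 for the full control effect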
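Channel expression came from 3.1 mutant virus (1.77 x 10^8 /mL) applied to suspended U2OS cells for 4 h. Flux was tracked with FluxOr dye plus Red40 quencher, and kinetic rate constants normalized to controls.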
TSHR antagonist – Antagonists of the Thyroid Stimulating Hormone Receptor: HTS campaign | Thyrotropin receptor (Homo sapiens), P16473 | TSHR-expressing cells, TSH-stimulated cAMP HTRF, 2 h; stronger effect = lower value | activity change, negative = inhibition, % at 11.5 µM | hit rate 0.2% among 330,000 | AID 504810, 2011;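 active = activity change below a set negative limit, meaning inhibition stronger than a set level, cut at about -70% in these data; inconclusive = activity change between two set negative limits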; also: % is scaled to controls: 0 for no effect and ±100 for the full control effect
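Read-out is FRET at 665 nm (cryptate excitation 337 nm) from a cryptate-tagged anti-cAMP antibody, competed by cell cAMP against cAMP-d2. Compounds are tested on freshly harvested TSHR cells challenged with 4nM TSH (EC80) for 2 hours at 37 deg C.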
ELG1 DNA repair – qHTS screen for small molecules that inhibit ELG1-dependent DNA repair in human embryonic kidney (HEK293T) cells expressing luciferase-tagged ELG1; HEK293T ELG1-luciferase reporter, luminescence, 16 h; DNA damage induced by 5-fluorouridine; hit rate 2.3% among 330,000; Potency, µM (top dose mostly 46.1 µM), for inactives: at the top dose activity change, negative = inhibition, hits mostly inhibitors; also: potency is read from the fitted curve at half-maximal effect; % is scaled to controls: 0 for no effect and ±100 for the full control effect; nearly all actives have a fitted effect of over 55% in size
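Quantitative HTS, concentration-response format. 2,000 cells/well co-treated with 5-fluorouridine and compound, 16 hr in 5% CO2 at 37 °C; ONE-Glo luminescence read after 30 min.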
Mito fusion act – qHTS Assay for Small Molecule Inhibitors of Mitochondrial Division or Activators of Mitochondrial Fusion; hit rate 0.23% among 320,000; AID 485298, 2010; Potency, µM (top dose mostly 46.1 µM), for the others: at the highest dose growth rescue (activation), hits mostly activators; S. cerevisiae fusion-defective mutant growth rescue, CellTiterGlo 48 h;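 also: potency is read from the fitted curve at half-maximal effect; % of control where 0% means no effect; nearly all actives have a fitted effect of over 45% in size; temperature-sensitive fusion mutants such as fzo1-1 at 37 °C on non-fermentable ethanol glycerol medium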
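Growth-rescue viability read-out: after 48 h at the non-permissive 37C in glycerol/ethanol YPEG, yeast mitochondrial fusion mutants are measured by CellTiterGlo luminescence; compounds (23 nl pinned per well) restoring growth score as division inhibitors or fusion activators.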
TRPV1 ag – HTS Assay for Compounds that Act as Agonists of the Vanilloid Receptor 1; Transient receptor potential cation channel subfamily V member 1 (Homo sapiens), Q8NER1; TRPV1-expressing cells, Fluo-8 calcium influx, agonist mode; activation, % at 8.33 µM; hit rate 0.19% among 320,000; AID 540275, 2011; in the data active = activation above about 80%; inconclusive = between about 30% and that limit; also: 0% is about no effect
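Fluo-8 calcium influx in TRPV1-expressing cells, kinetic read (ex 480/em 520 nm). Compound added and read 3 min for agonist activity, followed by capsaicin at EC20 final and 2 min further read for enhancement.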
Eya2 phos inh – qHTS Assay for Inhibitors of the Phosphatase Activity of Eya2; Protein phosphatase EYA2 (Homo sapiens), O00167; recombinant Eya2, OMFP fluorescence dephosphorylation (OMFP is methylfluorescein phosphate); Potency, µM (highest dose often 76.9 µM), inactives show at the top dose activity, negative = inhibition, usual class: inhibitors; hit rate 0.006% among 330,000; AID 488837, 2010; also: potency is read from the fitted curve at half-maximal effect; % is scaled to controls: 0 for no effect and ±100 for the full control effect
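Eya2 (0.2 uM) preincubated 10 min at ambient with compound, then OMFP substrate added at 50 uM; 10 min reaction in 50 mM HEPES pH 7.5, 50 mM NaCl, 5 uM MgCl2, 0.05% BSA, 1 mM DTT. Fluorescence read at Ex 485/Em 525 nm.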
hERG WT inh – qHTS for Inhibitors of KCHN2 3.1: Wildtype qHTS; U2OS, BacMam KCNH2, thallium flux FluxOr; stronger effect = lower value; hit rate 0.37% among 340,000; activity change, % at 1.84 µM; AID 720551, 2013;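 active = maximum activity change below -70%; inconclusive = maximum activity change between -70% and -50%; inactive = maximum activity change above -50%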; also: % is scaled to controls: 0 for no effect and ±100 for the full control effect
Target sequence (Q12809 whole entry, looked up): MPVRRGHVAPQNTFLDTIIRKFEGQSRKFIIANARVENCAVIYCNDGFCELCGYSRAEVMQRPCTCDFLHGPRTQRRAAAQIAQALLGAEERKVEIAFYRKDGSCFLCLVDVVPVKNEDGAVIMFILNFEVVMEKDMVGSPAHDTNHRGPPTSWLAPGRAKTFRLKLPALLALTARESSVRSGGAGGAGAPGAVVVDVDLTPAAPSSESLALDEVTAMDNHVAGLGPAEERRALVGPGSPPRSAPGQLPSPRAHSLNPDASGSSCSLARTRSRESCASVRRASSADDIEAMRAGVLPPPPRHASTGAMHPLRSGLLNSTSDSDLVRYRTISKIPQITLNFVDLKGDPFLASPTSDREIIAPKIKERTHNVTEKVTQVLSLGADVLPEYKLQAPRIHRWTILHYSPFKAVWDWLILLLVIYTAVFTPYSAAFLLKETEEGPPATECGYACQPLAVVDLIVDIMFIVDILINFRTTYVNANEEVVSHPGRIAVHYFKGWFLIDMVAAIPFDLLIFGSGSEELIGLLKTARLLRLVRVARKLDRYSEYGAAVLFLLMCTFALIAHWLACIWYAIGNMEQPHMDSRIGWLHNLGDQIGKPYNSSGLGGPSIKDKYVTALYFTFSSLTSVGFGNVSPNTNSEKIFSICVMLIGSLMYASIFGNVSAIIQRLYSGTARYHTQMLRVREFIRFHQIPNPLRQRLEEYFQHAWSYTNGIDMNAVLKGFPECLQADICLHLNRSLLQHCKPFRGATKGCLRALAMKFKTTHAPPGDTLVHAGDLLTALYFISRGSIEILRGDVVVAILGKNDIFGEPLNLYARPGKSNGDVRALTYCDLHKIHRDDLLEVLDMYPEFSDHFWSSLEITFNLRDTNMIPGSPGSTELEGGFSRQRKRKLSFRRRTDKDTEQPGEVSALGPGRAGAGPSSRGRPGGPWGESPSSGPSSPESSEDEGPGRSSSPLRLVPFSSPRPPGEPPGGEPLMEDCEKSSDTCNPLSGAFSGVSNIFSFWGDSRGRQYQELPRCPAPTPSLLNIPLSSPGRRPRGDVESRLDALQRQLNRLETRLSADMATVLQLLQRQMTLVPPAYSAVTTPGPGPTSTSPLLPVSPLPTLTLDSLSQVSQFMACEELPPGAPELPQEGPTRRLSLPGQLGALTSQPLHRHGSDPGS
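U2OS cells transduced with wild-type KCNH2 virus are loaded with FluxOr dye for 45 min, and thallium flux is measured in kinetic reads before and after stimulation buffer. Rate constants are normalized to DMSO controls.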
* = called active by the depositor; ? = inconclusive; . = not tested or not shown; [ ] = dose if it differs, or a comment. Unless noted, calls follow the shape of the dose curve; as a rule, active = well fitted curve in the direction sought with a large enough effect; inconclusive = small, poorly fitted or top-dose-only effect, or another doubt; inactive = no such curve, though single readings can be large; an effect the other way counts as inactive or inconclusive.

Values run as follows: USP2a block	A-T KAP1 phos	TCR activator	KCNH2 3.1 block	TSHR antagonist	ELG1 DNA repair	Mito fusion act	TRPV1 ag	Eya2 phos inh	hERG WT inh
COc1ccccc1NS(=O)(=O)c1cn(C)cn1
 : 0%	-6%	-9%	7	-14	-2%	-9%	-4	-1%	20
CCOC(=O)N1CCN(C(=O)CSc2nc3c([nH]c4ccccc43)c(=O)n2C)CC1
 : -1%	-6%	-2%[46.1 µM]	-3	19	2.6µM*	-1%	2	-6%	0
CN(C)S(=O)(=O)c1ccc(NC(=O)N2CCN(c3ccccc3)CC2)cc1
 : 5%	-3%	1%	-1	4	-12%	1%	2	12%	13
Oc1c(C(Nc2ccccn2)c2cccnc2)cc(Cl)c2cccnc12 (stereo not drawn)
 : -1%	-5%	-2%[46.1 µM]	-4	5	-12%	1%	0	8%	4
COc1cc(CN2CCC(C(=O)N3CCN(c4ccccc4F)CC3)CC2)cc(OC)c1O
 : 4%	4%	1%	1	-12	-10%	-4%	-3	0%	-6
O=C(CCc1nnc(-c2ccccc2)o1)NCC1CCN(C2CCCC2)CC1
 : -1%	1%	-2%	-2	5	10%	3%	-2	-3%	20
CC(=O)c1c(C)n(-c2ccc(C)cc2)c2ccc(O)cc12
 : 0%	15%	.	-9	9	?	-2%	-5	-10%	6
CCOc1ccc(C(CC(=O)O)NC(=O)c2cccs2)cc1OC (stereo not drawn)
 : 0%	-2%	11%	-3	-3	10%	5%	1	9%	2
COc1ccc(C(=O)OC2CCN(c3ncc(C(F)(F)F)cc3Cl)CC2)cc1
 : 4%	0%	-5%	-4	-4	14%	-7%	-4	0%	-7
CCN(CC)S(=O)(=O)c1ccc2oc(Nc3ccc4c(c3)OCCO4)nc2c1
 : 3%	-1%	-3%	1	-16	?	-3%	1	-21%	-1
CC1CCCCN1CCCNC(=O)c1nn(C)c2c1CS(=O)(=O)c1ccccc1-2 (stereo not drawn)
 : -1%	3%	3%	2	-3	0%	1%	-1	6%	-4
CCOCCc1nnc(NC(=O)c2cc(OC)c(OC)cc2[N+](=O)[O-])s1
 : 0%	-3%	5%	2	-9	-3%	-2%	5	1%	-8
Cn1c(SCC(=O)c2ccccc2)nnc1-c1cccs1
 : 3%	4%	4%	0	-4	?	10%	12	4%	2
CCC(Nc1ccc(OC)cc1)C(=O)N/N=C/c1ccc([N+](=O)[O-])cc1 (stereo not drawn)
 : 2%	9%	-2%	-4	6	12%	12%	-2	-11%	-7
CC1CN(C(=O)COC(=O)CSc2ccc([N+](=O)[O-])cc2)CC(C)O1 (stereo not drawn)
 : -1%	-2%	-3%	-6	-10	2%	2%	-2	-33%	1
CN(C)CCCN(C(=O)c1ccc2c(c1)CCCC2)c1nc2ccc(Cl)cc2s1
 : 0%	2%	-1%[46.1 µM]	-14	1	-8%	-13%	4	-19%	-30
COc1ccc2oc(C(=O)NCC(c3ccco3)N(C)C)c(C)c2c1 (stereo not drawn)
 : -3%	-6%	1%	0	7	?	0%	1	-14%	3
CC(C)(C)c1ccc(OCCn2nc(C(=O)O)c3ccccc3c2=O)cc1
 : 2%	-11%	11%	9	-13	16%	11%	0	-18%	3
O=C(c1cnccn1)N1CCN(c2ccccc2F)CC1
 : 1%	3%	-1%[46.1 µM]	2	7	15%	-1%	4	-4%	0
CC1CCCCC1NC(=O)COC(=O)COc1ccccc1F (stereo not drawn)
 : 1%	0%	6%[46.1 µM]	0	1	4%	.	.	-9%	3

Entries of single compounds from above. Values in the order: USP2a block, A-T KAP1 phos, TCR activator, KCNH2 3.1 block, TSHR antagonist, ELG1 DNA repair, Mito fusion act, TRPV1 ag, Eya2 phos inh, hERG WT inh
CN(C)CCCN(C(=O)c1ccc2c(c1)CCCC2)c1nc2ccc(Cl)cc2s1 as listed: 0%, 2%, -1%[46.1 µM], -14, 1, -8%, -13%, 4, -19%, -30
CCOc1ccc(C(CC(=O)O)NC(=O)c2cccs2)cc1OC (stereo not drawn) as listed: 0%, -2%, 11%, -3, -3, 10%, 5%, 1, 9%, 2

More records.
Structure | USP2a block | A-T KAP1 phos | TCR activator | KCNH2 3.1 block | TSHR antagonist | ELG1 DNA repair | Mito fusion act | TRPV1 ag | Eya2 phos inh | hERG WT inh
COC(=O)c1[nH]c2ccccc2c1NC(=O)CN1CCC(C(N)=O)(N2CCCCC2)CC1 | 1% | 1% | 7% | 2 | 1 | 6.5µM* | -8% | -1 | 22% | 24
CCN(CC)C(=O)CSc1ncnc2c(-c3cccs3)nsc12 | 2% | 7% | 7% | 23 | -19 | ? | 11% | 4 | 14% | 27
CCn1c(=O)c(C(=O)NNC(=O)Cc2ccccc2)c(O)c2ccccc21 | -1% | 6% | -5% | -20 | 2 | 0% | 3% | 1 | 20% | -1
CC(Nc1nc(N2CCCC2)nc2ccccc12)c1ccccc1 (stereo not drawn) | -1% | -3% | 6% | -49 | -1 | ? | 5% | -3 | -6% | -19
Cc1ccc(Nc2nc(-c3ccccc3)c(CC(=O)O)s2)cc1 | -1% | 0% | 5% | -19 | -8 | ? | -1% | 2 | -2% | 1
C[C@@H]1O[C@@H](O[C@@H]2[C@@H](O)[C@H](OCCc3ccc(O)c(O)c3)O[C@H](CO)[C@H]2OC(=O)/C=C/c2ccc(O)c(O)c2)[C@H](O)[C@H](O)[C@H]1O | 6% | -5% | 0% | -1 | -6 | 14% | . | . | 2% | 3
O=C(NC(=O)c1cccc(OC(F)(F)C(F)F)c1)OC1CCS(=O)(=O)C1 (stereo not drawn) | 0% | 0% | 4% | -7 | 11 | 1% | -3% | 8 | 6% | 11
Cc1nnc(SCC(=O)Nc2sccc2C(N)=O)s1 | 2% | -2% | 0% | -1 | -9 | 20% | -1% | -2 | 3% | -7
Cn1nc(C(F)(F)F)c2cc(C(=O)N3CCOCC3)sc21 | 1% | -3% | 2% | -3 | 7 | -9% | 4% | -1 | 2% | 7
COc1ccc(NC(=O)Cn2c(=O)sc3ccccc32)cc1 | 0% | 0% | -1% | -5 | -2 | 2% | -2% | 4 | 2% | -1
OC[C@H]1O[C@H](OC[C@H]2OC(O)[C@H](O)[C@@H](O)[C@@H]2O)[C@H](O)[C@@H](O)[C@@H]1O (stereo partly drawn) | 1% | ? | -1% | -9 | 7 | 5% | 10% | -2 | -17% | 4
O=C(NC1=NCCS1)c1ccc(C(F)(F)F)cc1 | 1% | -40% | -8% | 8 | -1 | ? | 11% | 17 | 2% | -9
COc1ccc(-n2cnnc2SCC(=O)NC2CCS(=O)(=O)C2)cc1 (stereo not drawn) | . | . | -4% | -24 | . | . | 6% | 2 | . | -15
COc1cc(SC)ccc1C(=O)N1CCCc2ccccc21 | -1% | -8% | 0% | -4 | 5 | 1% | 0% | 3 | -2% | -21
Cc1ccc2[nH]c(=O)c(CN(CC3CCCO3)C(=S)NCc3ccco3)cc2c1 (stereo not drawn) | 6% | -2% | -4% | 8 | 6 | -12% | 9% | 23 | -8% | -12
O=C(NCCN1C(=O)S/C(=C\c2cccs2)C1=O)c1ccco1 | -7% | -2% | 0% | 0 | -12 | -4% | -7% | 3 | -16% | -18
O=C1N(c2cccc(Cl)c2)C(c2ccc(Cl)cc2)N2CCCN12 (stereo not drawn) | 2% | 1% | -4%[46.1 µM] | -9 | 19 | -1% | 29% | -1 | -1% | -2
O=C(CNCCO)N1N=C(c2cccs2)CC1c1cccs1 (stereo not drawn) | -1% | 5% | 9% | 26 | 5 | 8% | 1% | 1 | -6% | .
Cc1csc(NC(=O)CSc2nnc(Cn3c(=O)sc4ccccc43)n2-c2ccccc2)n1 | -2% | -5% | 1% | -10 | 5 | ? | 3% | . | -10% | 6

A portion of the library (hit frequency here may not be typical).
